# Granule exo inh: LAMP-1 surface exposure blockers, TALL-104 cells – cell-based, flow cytometry, MLPCN library, primary screen. TALL-104 LAMP-1 surface exposure; cells stimulated with thapsigargin and PMA. inhibition, % at 10 µM. 360,000 compounds, 0.66% hits. AID 651702, 2012;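 active = inhibition above about 55%, limit read from the data; inconclusive = no clear call, values can overlap the other calls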
# TRPM1 prom inh: inhibitors of MITF-dependent TRPM1 promoter reporter, primary screen, cell-based, SK-MEL-5, single point, luciferase; SK-MEL-5 TRPM1 promoter luciferase, 24 h; inhibition, % at 12.5 µM; 330,000 compounds, 0.83% hits; AID 488899, 2010;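 active = mean inhibition across replicates of 60% or more, whatever share of single replicates reaches that level; inconclusive = some that reach 60%, reason not given; inactive = mean inhibition across replicates below 60%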; also: values of inactives mirror those of a sister screen read the other way
# aDG glyco act: activators of alpha-DG glycosylation, primary screen, uHTS, Pro5-aDG cells, AlphaScreen | AID 624168, 2012 | activation, % at 10 µM | 360,000 compounds, 0.22% hits | alpha-DG glycosylation AlphaScreen (IIH6); 0% Pro5, 100% B10-LARGE cell signal;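 active = activation of at least 8% versus controls, or a plate z-score of at least 8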;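 also: Pro5 are CHO cells carrying HIG-tagged alpha-DG that lacks glycosylation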
# NR2E3 ag-1: NR2E3 agonists in two-hybrid cells, primary screen, cell-based, luminescence, CHO-S, Gal4-NCOR/VP16-NR2E3. Photoreceptor-specific nuclear receptor (Homo sapiens), Q9Y5X4. luciferase. inhibition of corepressor binding, % at 3.98 µM. 360,000 compounds, 0.35% hits. AID 602229, 2012;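 active = inhibition above the mean of all tested compounds plus 3 SD, cut at about 70% in these data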;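 also: 0% = DMSO with NR2E3 transfected cells and 100% = cells lacking NR2E3 construct; higher means lower luciferase signal from less NR2E3 corepressor binding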
# Target sequence (Q9Y5X4 whole entry, looked up, the tested form may be a part): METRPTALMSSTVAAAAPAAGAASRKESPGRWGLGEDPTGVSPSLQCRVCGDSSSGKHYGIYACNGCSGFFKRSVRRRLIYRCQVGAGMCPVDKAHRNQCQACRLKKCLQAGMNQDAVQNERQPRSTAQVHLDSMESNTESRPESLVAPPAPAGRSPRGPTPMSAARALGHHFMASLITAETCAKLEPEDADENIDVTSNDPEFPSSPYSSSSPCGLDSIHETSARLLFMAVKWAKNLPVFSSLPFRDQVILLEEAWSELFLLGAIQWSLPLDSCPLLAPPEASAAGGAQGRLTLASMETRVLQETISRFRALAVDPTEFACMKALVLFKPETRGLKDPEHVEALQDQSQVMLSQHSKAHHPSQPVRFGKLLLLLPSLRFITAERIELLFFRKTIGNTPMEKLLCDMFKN
# Peg3 prom inh: Peg3 promoter-driven luciferase inhibitors, primary screen, cell-based, HeLa, luciferase luminescence; inhibition, % at 20 µM; 360,000 compounds, 1.7% hits; HeLa PEG-Prom luciferase reporter, overnight;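 active = inhibition of at least 50% at 20 µM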
# NR2E3 ag-2: inhibitors of NR2E3-RetCOR corepressor binding, primary screen, NR2E3 agonist project, biochemical, TR-FRET, GST-NR2E3, biotin-RetCOR. 320,000 compounds, 0.12% hits. inhibition of corepressor binding, % at 4.78 µM. AID 2300, 2010. 1536-well;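 active = percent inhibition above the cutoff of mean plus 3 SD of all tested compounds, set per screening campaign, cut at about 20% in these data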;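 also: 0% = DMSO wells and 100% = biotin wells as full block of FRET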
#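 System: GST-NR2E3 and biotin-RetCOR proteins; probe or stimulus: 7 nM biotin-RetCOR; doses: compound at 4.8 µM, single dose; schedule: Compound–protein incubation for 5 h at 4 °C; detection: time-resolved FRET; read-out: percent inhibition; controls: biotin wells as high control, 0.6% DMSO wells as low control; format: 1536-well plates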
# hiPSC survival: enhancers of single-cell hiPSC survival, primary screen, ATPlite luminescence; 100% = ROCK inhibitor wells, 0% = DMSO; survival enhancement, % at 20 µM; 360,000 compounds, 0.044% hits; AID 602274, 2012; in the data active = survival enhancement above about 18%;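 also: cells exposed to compounds for 16 hours before the ATP read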
# CaV13 FRET inh: Disruptors of the CACNA1D IQ motif to Ca2+-dependent inactivation inhibitor domain association, primary screening, Förster resonance energy transfer in intact living …; HEK cells, CFP/YFP FRET ICDI-IQ, plate reader, 10 min; percent FRET-ratio fall versus neutral wells; inhibition, % at 12.3 µM; 340,000 compounds, 0.098% hits; AID 743397;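 active = mean replicate inhibition of at least 30% and at least 1% of replicates passing that level; inconclusive = only one of the two criteria is met; inactive = neither criterion is met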;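 also: 0% = median of the neutral control wells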
# Vif inh: HIV Vif self-association inhibitors, primary screen, imaging, HEK293T, single point; HEK293T cells, Vif self-association by quenched fluorescence, 24 h; inhibition, % at 7.49 µM; 340,000 compounds, 0.35% hits; in the data active = inhibition above about 50%, passing the limit was not always enough; inconclusive = no clear call, values can overlap the other calls; inactive = below about 31%; also: some results filed as inactive read as strong as hits
# HIF-2a inh: HIF-2a reporter inhibitors, primary screen, luminescence, 786-0 RCC cells; 786-0 RCC cells HIF-2a reporter, luciferase luminescence, overnight; inhibition, % at 18.8 µM; 360,000 compounds, 0.72% hits;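 active = inhibition of the luminescence signal of 40% or more relative to plate controls, in a single-dose primary screen at 18.75 µM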
# PDI inh: inhibitors of human PDI, primary screen, biochemical, turbidity, single point, plate reader; PDI insulin aggregation turbidity, A650, 90 min; inhibition, % at 10 µM; 350,000 compounds, 0.052% hits;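 active = mean inhibition across replicates of 30% or more, whatever share of single replicates reach that level; inconclusive = mean inhibition below 30% while every single replicate reaches 30%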;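 also: absorbance from insulin aggregation driven by PDI reduction with DTT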
# Target sequence (P07237 whole entry, looked up): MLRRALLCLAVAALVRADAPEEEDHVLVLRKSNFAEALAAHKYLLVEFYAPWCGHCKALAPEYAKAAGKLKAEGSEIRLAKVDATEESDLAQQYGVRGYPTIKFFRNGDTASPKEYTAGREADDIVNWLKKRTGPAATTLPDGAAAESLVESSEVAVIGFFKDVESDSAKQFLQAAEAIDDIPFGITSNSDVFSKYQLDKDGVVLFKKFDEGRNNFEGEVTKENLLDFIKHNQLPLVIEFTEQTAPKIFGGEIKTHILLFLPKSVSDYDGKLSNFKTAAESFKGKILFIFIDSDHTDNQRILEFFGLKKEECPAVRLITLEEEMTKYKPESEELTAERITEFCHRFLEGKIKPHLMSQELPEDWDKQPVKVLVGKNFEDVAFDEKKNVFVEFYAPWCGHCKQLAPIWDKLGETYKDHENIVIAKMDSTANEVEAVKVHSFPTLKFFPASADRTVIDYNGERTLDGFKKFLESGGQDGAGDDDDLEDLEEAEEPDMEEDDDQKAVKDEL
# Numbers without * were called inactive; ? = inconclusive; . = no result given.
SMILES,Granule exo inh,TRPM1 prom inh,aDG glyco act,NR2E3 ag-1,Peg3 prom inh,NR2E3 ag-2,hiPSC survival,CaV13 FRET inh,Vif inh,HIF-2a inh,PDI inh
COc1cccc(C2CC(c3cccs3)=NN2S(C)(=O)=O)c1OC (stereo unspecified),13.6,6.3,0.4,27.4,5.8,-1.7,2.1,-5.5,-2.7,0.2,-3.8
COC(=O)/C=C/C(=O)Nc1cccnc1,1.2,12.9,0.1,-0.5,42.5,-1.2,-0.2,.,4.4,-3.3,0.8
CCC(=O)Nc1ccc(-c2nnc(-c3ccccc3)o2)cc1,-1.7,-43.7,-0.1,-149.5,-91.9,-7.9,-1.4,.,12.7,-84.5,-5.7
Cc1cc(C)c(NC(=O)CSc2nc3ccc(NC(=O)CSc4nnnn4Cc4ccccc4)cc3s2)c(C)c1,?,5.4,0.1,-16.8,-28.8,-4.1,0.5,-5.5,-10.1,-38.2,-6.7
N/C(=N\OC(=O)COc1ccc2ccccc2c1)c1cccnc1,4.4,-7.6,0.8,-39.5,-123.7,0.7,-0.6,-17.2,-0.7,-179.4,0.2
O=C(Nc1ccc(Br)cc1)c1ccc2ncsc2c1,13.2,-29.8,0.1,-235.6,-139.8,-3.2,0.6,-4.9,0.4,-60.3,3.2
O=C(NCc1ccccc1)C1CCCN(C(=O)Nc2ccccc2)C1 (stereo unspecified),-0.1,-10.4,0.0,-26.3,-39.9,1.5,1.0,-4.6,-5.2,-34.8,13.2
COc1ccc(NC(=O)CCNS(=O)(=O)c2ccccc2F)cc1S(=O)(=O)N1CCOCC1,0.6,2.2,-0.1,3.9,-4.8,.,-0.5,-12.7,1.0,9.8,1.4
COc1cccc(C(=O)/C=C/Nc2ccc(S(=O)(=O)Nc3onc(C)c3C)cc2)c1,-6.7,1.1,0.3,-63.0,-1.6,-4.7,0.9,-2.5,2.5,-0.6,-1.3
CCOc1ccc(OCC)c(NC(=O)CC2Oc3ccccc3NC2=O)c1 (stereo unspecified),3.1,5.4,-0.3,-4.7,11.8,3.0,2.7,-10.6,1.4,3.7,-3.8
CCNC(=O)c1c(NC(=O)c2cc(-c3cc(C)cc(C)c3O)n[nH]2)sc2c1CCCC2,-2.3,-6.6,0.0,2.8,21.5,.,0.8,-5.4,-2.3,11.2,1.2
CCc1nnc(NC(=O)c2nn(-c3ccccc3)nc2C)s1,-7.2,-0.4,-0.1,-21.7,-5.8,0.7,-0.1,-3.7,-4.9,4.0,10.7
O=C(O)C1CCCN(S(=O)(=O)c2ccc(Br)cc2)C1 (stereo unspecified),1.1,5.9,-0.3,7.7,2.3,1.1,2.2,-7.9,12.8,15.8,-2.6
O=c1c2oc3ccccc3c2ncn1Cc1cccc(Cl)c1,2.4,1.7,0.3,25.2,-22.0,2.5,-0.2,-6.5,14.7,-70.6,-7.8
Cc1ccc(NC(=O)CSc2nnc3ccccn23)c(Cl)c1,3.2,.,0.1,-58.1,-190.0,.,0.6,-4.4,.,-168.0,-3.8
COc1ccc(CC(=O)OCC(=O)N2CCCc3ccccc32)cc1,8.7,-2.3,0.5,10.8,-15.2,-1.7,-0.6,-5.8,0.4,6.2,12.6
CC1CCCCC1Nc1nc2ccc(Cl)cc2n2cnnc12 (stereo unspecified),-26.1,-1.0,0.2,-25.6,14.2,0.2,-0.3,-19.1,-15.4,-11.9,2.6
O=C(CN1C(=O)COc2ccccc21)NCCCN1CCOCC1,1.0,14.4,0.0,-19.9,-0.5,-1.7,-0.2,-3.3,-3.2,2.7,-11.3
COc1ccc(NC(=O)Cn2c(=O)n(-c3ccccc3)c(=O)c3sccc32)c(OC)c1,1.4,4.8,0.0,-18.1,3.7,1.7,-0.3,-4.8,-3.1,11.3,-5.0
CCCCCOC(=O)Cn1c(=O)c2c(nc(N3CCOCC3)n2C)n(C)c1=O,3.8,1.2,-0.1,-4.4,8.7,0.9,2.7,-5.8,9.6,10.7,2.2
CCOC(=O)c1c(C)n(C)c2cc(OCCN(CC)CC)ccc12,-3.2,5.6,-0.2,17.7,10.7,4.3,0.4,.,1.6,10.5,-2.5
O=C(Cc1ccc(Cl)cc1Cl)Nc1ccncc1,-7.0,10.6,2.5,63.6,24.8,-2.0,0.7,.,-5.6,5.7,0.2
OC(COc1c(Br)cc(Br)cc1Br)CN1CCOCC1 (stereo unspecified),4.8,-16.2,0.3,-2.2,0.3,.,2.2,.,-8.6,10.9,3.4
COc1cc(OC)c(NS(=O)(=O)c2ccc(Cl)c(C(=O)OC(C)C(=O)N3CCCC3)c2)cc1Cl (stereo unspecified),-4.9,3.3,0.4,34.5,23.0,-1.0,-0.7,-15.0,-12.1,5.6,11.0
CCc1nc2ccc(C(=O)Nc3cccc(OCC(=O)N(C)C)c3)cn2c1N(CCN(C)C)CC1CC1,-5.5,.,-0.1,4.1,3.0,.,4.1,-11.6,3.0,-3.3,-0.6
CCN(CC)S(=O)(=O)c1ccc(N=Cc2c(C)c(C#N)c(=O)n(C)c2O)cc1,-6.4,-12.6,-0.2,4.3,4.3,-1.1,-1.0,-9.7,0.3,21.2,-3.6
CCOc1ccc(N(CC(=O)O)S(=O)(=O)c2ccc(OC)c(OC)c2)cc1,1.5,-4.0,0.0,-14.0,14.4,5.3,4.0,.,.,17.8,9.2
O=c1n(Cc2ccccc2Cl)c2sc3c(c2c2ncnn12)CCCC3,0.7,15.6,0.4,-16.1,22.2,.,3.7,-1.8,-1.8,18.6,2.0
COc1ccc(C(=O)n2nnc3ccccc32)cc1Br,4.8,-0.5,-0.1,-6.8,14.2,1.1,-0.9,.,.,-3.7,-1.5
Cc1[nH]c(C(=O)O)c(C)c1C(=O)OC(C)C,-0.9,14.4,-0.4,-9.7,-0.3,-2.6,2.5,-3.3,4.0,23.0,-9.7
Cn1nc(CSc2ccccc2)c(C=O)c1Cl,-1.1,-32.6,0.0,-24.8,-70.2,2.6,1.2,-4.8,-7.8,-97.3,1.6
COc1cccc(C(=O)CN2C(=O)C(C)(C)Oc3ccc(C(=O)N4CCOCC4)cc32)c1,-6.1,6.3,-0.2,-20.4,18.3,1.2,-0.5,-4.7,1.0,6.6,-2.2
COc1ccc(N(CC(=O)Nc2ccc(S(=O)(=O)N3CCCCC3)cc2)S(C)(=O)=O)cc1OC,-1.2,5.6,-0.4,-32.7,11.5,2.1,-0.4,-5.4,-2.1,-1.2,-3.0
CCCCCCCCC(=O)N/N=C(\C)c1ccc(O)cc1O,-3.3,14.9,1.2,-16.7,27.8,-1.5,0.8,-4.4,5.3,33.3,0.2
Cc1cc(NC(=S)NC(=O)CC(C)C)ccc1Br,1.4,-54.3,0.4,-48.0,-128.3,-3.6,4.8,-8.0,-2.6,-163.1,-11.3
O=S(=O)(c1ccc(Cl)cc1)N1CCCN(c2nc3ccc(Cl)cc3s2)CC1,0.3,7.3,0.3,-5.0,19.8,0.1,0.8,-4.2,-10.1,22.0,-2.8
CC1CCN(C(=O)COC(=O)Cn2cnc3c2c(=O)n(C)c(=O)n3C)CC1,-0.8,1.4,0.3,10.7,2.7,-2.8,0.1,-4.5,12.1,2.9,-2.0
O=C(Cc1ccccc1)NCC(=O)N1CCC2(CC1)NCCc1[nH]cnc12,-0.8,4.8,-0.1,-16.0,-2.2,-2.5,-0.1,-2.4,4.1,10.1,3.2
O=C(CN1CCCCC1)Nc1ccc(N2CCCCCC2)cc1,1.1,-9.7,0.1,-25.6,-29.6,-1.8,0.0,8.3,-2.0,-30.0,6.7
CCCN(CCC)CC(O)CN(c1ccccc1)S(=O)(=O)c1ccc(C)cc1 (stereo unspecified),-1.1,7.9,-0.1,14.4,25.2,-1.3,6.4,-4.1,10.3,14.4,-5.8
C=CCn1c(Cc2ccc(OC(C)C)c(Cl)c2)nnc1SCC(N)=O,2.0,-16.5,-0.1,-11.2,8.6,0.9,6.3,-1.0,.,11.9,2.6
COCCCNC(=O)c1cc2cc3cc(OC)ccc3nc2o1,47.1,-3.1,0.2,-38.3,-42.9,0.9,-0.6,-15.3,-25.0,-46.6,-2.9
CCOC(=O)[C@]12CCC=C1N(Cc1ccccc1)C(=O)[C@H](CC(=O)NCC13CC4CC(CC(C4)C1)C3)C2,-0.4,.,-0.1,-23.3,.,.,0.0,-8.9,.,7.6,.
Cc1cc2c(C)nc(N/N=C/c3ccc([N+](=O)[O-])cc3)nc2o1,-0.7,-26.0,0.0,-8.9,-45.4,-1.5,0.2,-4.9,-3.4,-29.0,-2.5
C[C@@H]1CN([C@H](C)CO)C(=O)c2cc(Br)cnc2O[C@H]1CN(C)C,-4.4,.,0.1,-24.3,-9.8,.,5.4,.,-2.5,7.0,-13.7
C=C(C(=O)Nc1ccccc1)c1ccc(C)cc1,-8.6,-17.2,-0.1,20.2,-54.3,0.5,-1.3,-4.4,-4.6,-66.1,-8.1
O=S(=O)(c1ccccc1)N1CCC(Oc2ccc(-n3cnnn3)cc2)CC1,5.2,3.5,-0.2,3.1,10.3,0.8,-0.2,-15.9,-2.6,25.9,4.1
Cc1ccc(S(=O)(=O)Nc2nnc(C(C)(C)C)s2)cc1,7.5,-11.6,0.0,0.5,-6.8,.,0.6,-5.1,6.2,16.2,3.8
Cc1ccccc1OCCCC(=O)NCc1ccco1,1.4,-12.0,-0.2,4.1,-8.3,-0.2,0.0,-3.3,.,-46.5,-4.4
COc1ccc(C(=O)Nc2ccc(-c3n[nH]c(=S)o3)cc2)cc1,9.6,1.8,0.1,-2.1,-32.6,.,-0.4,-19.6,-0.6,-75.3,8.1
O=C(Cc1cccc(C(F)(F)F)c1)Nc1ccccc1N1CCCC1,-4.2,4.7,-0.2,3.1,11.2,-0.3,0.6,-5.4,2.3,4.5,-7.3

# Single records (already shown).
# C=C(C(=O)Nc1ccccc1)c1ccc(C)cc1 is listed with Granule exo inh: -8.6; TRPM1 prom inh: -17.2; aDG glyco act: -0.1; NR2E3 ag-1: 20.2; Peg3 prom inh: -54.3; NR2E3 ag-2: 0.5; hiPSC survival: -1.3; CaV13 FRET inh: -4.4; Vif inh: -4.6; HIF-2a inh: -66.1; PDI inh: -8.1
# C[C@@H]1CN([C@H](C)CO)C(=O)c2cc(Br)cnc2O[C@H]1CN(C)C is listed with Granule exo inh: -4.4; TRPM1 prom inh: .; aDG glyco act: 0.1; NR2E3 ag-1: -24.3; Peg3 prom inh: -9.8; NR2E3 ag-2: .; hiPSC survival: 5.4; CaV13 FRET inh: .; Vif inh: -2.5; HIF-2a inh: 7.0; PDI inh: -13.7

# No enrichment for hits; overall some 3.5% were active at least once.
